# Apaf-1 inh: blocks human Apaf-1 apoptosome activity; reconstituted apoptosome caspase-3 activity, DEVD-Rh110 fluorescence; inhibition, % at 20 µM; 0.71% of 330,000 active; AID 489030; active means inhibition of at least 40% at 20 µM;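 further: plate controls were DMSO wells for no effect and DEVD-CHO caspase inhibitor wells for full effect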
#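 detection = Rh110 fluorescence intensity | test system = biochemical Apaf-1 apoptosome reconstitution | also added = cytochrome c and DEVD-Rh110 substrate | schedule = 30 min plus 50 min, RT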
# SENP7 inh: SENP7 protease inhibition. Q9BQF6. recombinant SENP7, Z-RLRGG-aminoluciferin luminescence, 40 min. inhibition, % at 5 µM. 1.5% of 330,000 active;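 active means inhibition above about 50% at the single test dose, limit read from the data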;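 further: plate controls were DMSO with enzyme for no effect and no enzyme buffer wells for full effect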
# Target sequence (Q9BQF6 706-1050 limits assumed): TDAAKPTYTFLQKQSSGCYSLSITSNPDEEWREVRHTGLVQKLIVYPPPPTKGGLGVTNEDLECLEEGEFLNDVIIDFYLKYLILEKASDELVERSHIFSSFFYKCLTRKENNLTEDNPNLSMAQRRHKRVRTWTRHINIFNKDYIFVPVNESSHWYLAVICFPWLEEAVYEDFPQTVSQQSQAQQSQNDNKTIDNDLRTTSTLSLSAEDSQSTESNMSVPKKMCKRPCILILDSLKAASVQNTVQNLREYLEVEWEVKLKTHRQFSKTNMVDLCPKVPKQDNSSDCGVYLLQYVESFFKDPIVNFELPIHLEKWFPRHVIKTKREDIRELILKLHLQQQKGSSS
# SENP6 inh: SENP6 protease inhibition | Q9GZR1 | 1.8% of 330,000 active | Recombinant SENP6 catalytic domain, aminoluciferin luminescence | inhibition, % at 10 µM;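 active means inhibition above about 50% at the single tested dose, limit read from the data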;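 further: plate controls were DMSO wells with enzyme for no effect and DMSO wells lacking enzyme for full effect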
# Target sequence (Q9GZR1 628-1112 limits assumed): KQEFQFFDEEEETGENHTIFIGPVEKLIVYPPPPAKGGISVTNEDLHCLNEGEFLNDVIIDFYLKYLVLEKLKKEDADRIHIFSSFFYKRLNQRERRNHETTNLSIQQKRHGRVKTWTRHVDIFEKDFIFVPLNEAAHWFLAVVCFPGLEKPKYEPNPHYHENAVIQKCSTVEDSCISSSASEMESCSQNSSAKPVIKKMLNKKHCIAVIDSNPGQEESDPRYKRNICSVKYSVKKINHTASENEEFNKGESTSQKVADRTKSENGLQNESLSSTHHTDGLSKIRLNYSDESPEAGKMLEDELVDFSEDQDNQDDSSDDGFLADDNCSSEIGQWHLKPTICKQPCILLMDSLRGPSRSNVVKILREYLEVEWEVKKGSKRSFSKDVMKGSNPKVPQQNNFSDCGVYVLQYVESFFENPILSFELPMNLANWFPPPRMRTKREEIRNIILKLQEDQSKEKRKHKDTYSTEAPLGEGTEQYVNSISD
# SENP8 block-1: inhibitors of human SENP8 protease. Q96LD8. recombinant SENP8, Nedd8 substrate fluorescence. inhibition, % at 20 µM. 0.64% of 360,000 active. AID 602440; in the data active means inhibition mostly above about 40%, no sharp cut-off; inactive means mostly below about 27%
# SENP1 FRET inh: blocks the human SENP1 SUMO protease catalytic domain; recombinant SENP1 catalytic domain, CyPet-SUMO1-YPet FRET cleavage; AID 624204; inhibition, % at 10 µM; 0.21% of 360,000 active;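 active means inhibition at least 30% at 10 µM, raw YFP signal under a set limit, fluorescence ratio 0.5 to 1.5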;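 further: 0% = enzyme with DMSO and 100% = no enzyme wells; some results filed as inactive read as strong as hits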
# Target sequence (Q9P0U3 419-644 limits assumed): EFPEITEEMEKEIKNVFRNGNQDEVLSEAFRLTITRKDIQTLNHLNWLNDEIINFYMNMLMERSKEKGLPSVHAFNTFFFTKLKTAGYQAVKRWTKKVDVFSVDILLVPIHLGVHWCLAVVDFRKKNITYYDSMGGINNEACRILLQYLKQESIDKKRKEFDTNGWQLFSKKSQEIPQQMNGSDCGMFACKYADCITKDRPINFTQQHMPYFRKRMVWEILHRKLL
#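 system = hSENP1 catalytic domain, recombinant | reagent = SFCypet-SUMO1-SFYpet substrate at 25 nM | doses = one dose per compound, 10 µM, 0.5% DMSO | incubation = enzyme reaction for 50 min at room temperature, dark | measured by = FRET, CFP and YFP emission | controls = no-enzyme low, enzyme-DMSO high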
# HKDC1 inh: HKDC1 (human) hexokinase inhibition | Q2TB90 | recombinant HKDC1, G6PDH/diaphorase resazurin coupled fluorescence | inhibition, % at 20 µM | 0.16% of 340,000 active | AID 493160;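 active means inhibition above about 35% when tested at 20 µM, limit read from the data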;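 further: plate controls were DMSO wells with enzyme for no effect and DMSO wells lacking enzyme for full effect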
#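 Assay system – recombinant HKDC1 (HK5) hexokinase enzyme, produced in-house · Input – HKDC1 at 5 µg/mL · Reagent – glucose plus 1 mM ATP as hexokinase substrates · Timing – 90 min reaction incubation at room temperature, dark · Measured by – G6PDH/diaphorase-coupled fluorescence, 1 mM NADP, 100 µM resazurin, 525/613 nm · Benchmarks – DMSO-enzyme wells negative, buffer-substituted wells positive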
# SENP8 block-2: inhibitors of human SENP8 protease; Q96LD8; purified SENP8, Z-RLRGG-aminoluciferin cleavage, luminescence; inhibition, % at 10 µM; 1.2% of 330,000 active; AID 2540; in the data active means inhibition above about 50%
# PfGluPho inh: PfG6PD (Plasmodium falciparum) enzyme inhibition | inhibition, % at 20 µM | AID 504690 | 0.78% of 350,000 active | PfGluPho enzyme, NADPH resazurin-diaphorase fluorescence;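 active means inhibition reaching at least a set limit at 20 µM in the primary screen, cut at about 59% in these data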;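 further: 0% = DMSO wells with substrate and 100% = DMSO wells lacking glucose-6-phosphate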
# An asterisk follows results filed as active; · = not tested or not shown. This is a subset; count on the stated rates, not on these rows.
SMILES,Apaf-1 inh,SENP7 inh,SENP6 inh,SENP8 block-1,SENP1 FRET inh,HKDC1 inh,SENP8 block-2,PfGluPho inh
COc1ccc2c(c1)c(C(=O)O)c(C)n2CC(C)C,-11,-2,1,6,0,7,1,-15
COc1ccc(C=C2C(=O)NC(=S)NC2=O)cc1,·,·,·,2,-1,1,·,-5
O=C(c1ccc2c(c1)OCO2)C1CCCN(Cc2ccc(F)c(F)c2)C1 (stereo unspecified),19,5,-18,6,-1,9,-6,-5
Fc1ccc(N2CCN(Cc3cc4c(cc3Br)OCO4)CC2)cc1,5,-1,7,8,2,-2,2,-2
C=CC1CN2CCC1CC2c1[nH]c2ccccc2c1CCO (stereo unspecified),0,-3,5,9,-1,-7,-4,0
O=[N+]([O-])c1ccc(NC2CCCC2)c2ccncc12,42*,19,40,47*,-50,21,15,21
CN1C[C@@H]2C[C@@H](c3cccn3-c3ccccn3)N3CCC[C@@]23C1=O,-1,3,7,-10,-6,-1,-7,-14
Cc1ccc(S(=O)(=O)N2Cc3cnnn3-c3ccccc3C2C#N)cc1 (stereo unspecified),·,·,·,-3,1,-6,·,-2
COc1ccccc1Cn1c(SCC#N)nc2cc(C(=O)N3CCC4(CC3)OCCO4)ccc2c1=O,6,7,1,15,1,10,-8,3
O=C(Cc1ccccc1)Oc1cccc(N2C(=O)CCC2=O)c1,-4,1,-11,29,4,-7,-5,1
Cc1nn(Cc2ccc(Cl)cc2Cl)c(Cl)c1C(=O)O,-4,-2,5,0,0,-4,0,-42
Cc1cccc(OCC(=O)N2CCN(Cc3ccc4c(c3)OCO4)CC2)c1,3,2,0,15,1,9,1,-20
O=c1[nH]c(O)c(C=NCCc2ccccc2)c(=O)[nH]1,-12,4,-3,25,2,3,1,-3
Oc1ccc2c3c1OC1C(O)CC[C@@]4(O)[C@@H](C2)N(CC2CCC2)CC[C@]314 (stereo partly specified),-6,-5,-8,·,·,·,-4,·
CN1C(=O)/C(=C\c2ccc(N3CCCCC3)o2)C(=O)NC1=S,6,14,-22,17,88*,-2,-5,1
CS(=O)(=O)Nc1ccc(Cc2noc(-c3ccc4[nH]cc(CCN)c4c3)n2)cc1,10,5,-14,·,·,·,-8,·
CC(Cc1cnccn1)NCc1c(C(=O)N2CCCCCCC2)nc2ccc(Cl)cn12 (stereo unspecified),-8,3,2,-17,0,2,-1,0
Cc1cccc(C#N)c1,-5,-15,-15,4,-2,0,-9,5
Cc1nc2cc(C(F)(F)F)ccc2n1C1CCN(Cc2nnnn2Cc2cccs2)CC1,9,0,-6,-10,-5,-2,-5,1
C(=NC1CCCCC1)c1c[nH]c2ccccc12,·,·,·,-10,-1,-3,·,-5
COC(=O)C1=C(c2ccc(OC(F)(F)F)cc2)C[C@@H]2CC[C@H]1N2C(=O)NC1CC1,5,-17,-36,14,4,-3,-1,-11
COc1ccc(NC(=O)N2CCC3(CC2)OCCO3)cc1OC,11,-6,-20,11,5,-7,-10,18
O=[N+]([O-])c1cc(F)c(N2CCCCCC2)cc1N1CCNCC1,17,-1,5,32,4,4,0,-11
Cc1cc(N(CCCl)CCCl)ccc1/C=N/N=C(\N)c1cnccn1,19,5,0,38,28,-1,0,9
COc1ccc(/C=N/N=C(/N)N[N+](=O)[O-])c(OC)c1,-11,6,-17,31,2,-1,-15,-13
COc1ccc(-n2c(/C=C3\C(=O)Nc4ccccc43)nc3ccccc3c2=O)cc1,12,0,-10,13,2,-10,4,7
O=C(CCC(=O)N1CCC2(CC1)OCCO2)Nc1nnc(C2CCCCC2)s1,1,-7,-15,3,0,-3,-5,-7
Cc1ccc(N)c(N)c1,-3,-4,-11,-1,7,0,-7,46
COc1ccc(C2SCC(=O)Nc3c2c(C)nn3C2CCOC(C)(C)C2)cc1 (stereo unspecified),-12,1,-1,-3,0,1,-2,-4
CC(C)CNC(=O)c1c(N)n(Cc2ccc3c(c2)OCO3)c2nc3ccccc3nc12,96*,73*,91*,-323,-18,16,91*,45
Cc1cccc(N2CCN(CCc3ccccc3)CC2)c1C,20,-14,-9,19,2,1,-10,5
CC(C)(C)c1ccc(OC(=O)N2CCCCC2)cc1,7,-5,-18,14,0,2,-8,27
COc1ccc(-c2nn(CCC#N)cc2C(=O)NCc2ccccc2)cc1OC,-14,-6,0,10,1,-7,7,1
O=[N+]([O-])c1ccc(C(c2ccc([N+](=O)[O-])cc2)c2ccc([N+](=O)[O-])cc2)cc1,·,·,·,10,2,-4,·,10
CN1CCc2c(c(N3CCCCC3)nc3n[nH]c(N)c23)C1,-9,5,6,8,-3,-9,0,-19
O=c1c2ccccc2nc(CNCc2ccco2)n1-c1ccc(F)cc1,9,-16,-8,-6,-15,-10,-12,15
CC(C)NS(=O)(=O)c1ccc(OCC(=O)N2CCN(C)CC2)cc1,-5,0,2,2,-4,-9,0,-3
COC(=O)C1=C(c2ccc(F)cc2OCc2ccccc2)C[C@@H]2CC[C@H]1N2C(=O)N1CCC(C)CC1,19,-4,-10,13,1,1,-17,15
c1cc2c(cc1NC1=NCCO1)CCCC2,·,·,·,4,1,-6,·,3
CCN(CC)P(=O)(Oc1ccccc1)Oc1ccccc1,-1,-2,-20,15,5,-6,1,-1
CC1CN=C(NCCc2ccccc2)S1 (stereo unspecified),5,-7,-21,13,2,1,-6,-1
Cc1cc(C)nc(N2Cc3ccccc3C2=N)n1,-4,8,15,9,1,-9,5,-9
CC(C)C/C(=N/O)c1c[nH]c2ccccc12,4,0,-14,-29,-19,-6,-1,9
C=C1[C@@H](OC(C)=O)[C@]23C[C@@H]1[C@@H](OC(C)=O)CC2[C@]12C4C[C@H]3[C@H]1N(CC)C[C@]4(C)CC[C@@H]2O (stereo partly specified),-7,0,-8,0,-18,-2,2,-8
O=C(CCN1CCCCC1)Nc1ccc(Cl)cc1C(=O)c1ccccc1,16,10,-7,6,-8,-3,3,2
Cc1ccc(OCCOc2cccc(C=C3C(=O)NC(=O)NC3=O)c2)cc1,11,3,-7,12,-2,9,-4,13
O=C(CNC(=O)c1ccc(Cl)cc1)Nc1ccc(Br)cc1C(=O)c1ccccc1,27,-1,-12,16,3,5,4,-4
CC1(C)CC(CCNCc2ccc3c(c2)OCO3)(Cc2ccccc2)CCO1 (stereo unspecified),-2,-5,7,3,-1,-5,2,-7
CC(Cc1ccccc1)N1C(=O)c2ccccc2C1=O (stereo unspecified),2,1,5,12,1,-2,14,14
Cc1cnc(NC(=O)CN2CCCCC2)s1,4,1,11,2,3,0,-1,1
COC(=O)C1=C(c2ccc(OC)c(OC)c2)C[C@@H]2CC[C@H]1N2C(=O)NCCCOC(C)C,3,8,-14,14,0,-4,-5,-3
COc1ccc(-n2c(O)c(C=Nc3c(C)n(C)n(-c4ccccc4)c3=O)c(=O)[nH]c2=O)cc1,1,-7,-20,-21,6,-3,-9,4
C=CCn1c(=O)c(C=Nc2cccnc2Cl)c(O)n(CCCC)c1=O,1,6,-14,-57,-10,8,-3,-8
O=C1NC(=O)C2(C(=O)N1)C(c1ccc(F)cc1)NC(=S)NC2c1ccc(F)cc1 (stereo unspecified),5,11,-3,7,1,2,4,16
NP(=O)(Oc1ccccc1)Oc1ccccc1,·,·,·,2,3,-9,·,11
S=P1(Oc2ccccc2)Nc2ccccc2N1,·,·,·,9,3,6,·,10
O=C(c1ccco1)c1cn(Cc2ccccc2)c2ccccc12,22,-3,-6,-90,-1,10,-2,6
O=C(c1cc(F)ccc1F)C1CCCN(Cc2cccc(Cl)c2)C1 (stereo unspecified),14,1,0,6,2,0,-3,5
Cc1ccnc(-n2c(-c3ccccc3)nc3ccccc3c2=O)c1,-18,7,4,-9,0,-8,3,-5
Cc1cccc(N2C(=O)NC(=O)/C(=C/c3ccc(N4CCOCC4)cc3)C2=O)c1,-5,-5,-2,-5,-9,-1,10,1

# A draw from above in order of length of the SMILES, smallest number first.
SMILES,Apaf-1 inh,SENP7 inh,SENP6 inh,SENP8 block-1,SENP1 FRET inh,HKDC1 inh,SENP8 block-2,PfGluPho inh
Cc1cnc(NC(=O)CN2CCCCC2)s1,4,1,11,2,3,0,-1,1
Cc1ccnc(-n2c(-c3ccccc3)nc3ccccc3c2=O)c1,-18,7,4,-9,0,-8,3,-5
C=CCn1c(=O)c(C=Nc2cccnc2Cl)c(O)n(CCCC)c1=O,1,6,-14,-57,-10,8,-3,-8
Cc1cccc(N2C(=O)NC(=O)/C(=C/c3ccc(N4CCOCC4)cc3)C2=O)c1,-5,-5,-2,-5,-9,-1,10,1

# The list continues:
SMILES,Apaf-1 inh,SENP7 inh,SENP6 inh,SENP8 block-1,SENP1 FRET inh,HKDC1 inh,SENP8 block-2,PfGluPho inh
COc1ccc(CN2CCN(C(=O)Cc3ccccc3)CC2)cc1Br,9,14,8,7,-1,-7,-9,17
Cc1cccc(N2C(=O)/C(=C/N3CCN(C(=O)c4ccco4)CC3)C(=O)NC2=S)c1,-2,5,11,7,1,-4,13,3
CN1CCCC1C(O)(c1ccccc1)c1ccccc1 (stereo unspecified),-5,-3,-15,9,0,-2,-4,-16
NC(=O)c1ccc(C(=O)Nc2ccc([As](=O)(O)O)cc2)cc1,-3,10,-7,·,·,·,8,·
O=C(c1cc(F)ccc1F)C1CCCN(Cc2cc(Cl)ccc2O)C1 (stereo unspecified),4,11,-15,11,1,31,-16,-1
CCC(C)(C)n1nnnc1CN1CCC(n2c(C)nc3cc(C(F)(F)F)ccc32)CC1,8,5,-1,34,7,-7,4,-4
c1ccc(CCNC2CCCCCC2)cc1,-5,0,3,24,0,-5,8,-19
CCN(CC)C(=O)c1ccc(NC(=O)COC(=O)c2ccc(Cl)s2)cc1,2,-8,8,0,0,-3,-16,3
COc1ccn(C)c(=O)c1C#N,-2,2,-2,14,2,0,-3,-13
CCOc1cccc(=NC2CCCCC2)c2c(C)[nH]c(C)c12,1,-3,0,22,-33,12,1,-4
CCCC1(CCC)C(=O)NC(=Nc2ccc(C)cc2)NC1=O,4,-9,-4,·,·,·,0,·
COc1ccc(CNCCc2c[nH]c3ccccc23)c(OC)c1OC,-15,-5,-16,4,-3,0,-1,-7
O=C1NC(=O)C(=Cc2ccccc2OCCOc2ccc([N+](=O)[O-])cc2)C(=O)N1,·,·,·,3,1,8,·,13
Cn1ccnc1P(=S)(c1nccn1C)c1nccn1C,-7,-2,12,5,5,-3,0,-15
O=C(OC1CC2CCC(N2)C1C(=O)O)c1ccccc1 (stereo unspecified),5,5,1,-3,1,-1,5,11
N#Cc1ccc(NC(=O)CCNC(=O)c2ccco2)cc1Cl,9,3,-6,15,0,3,3,-6
CC(C)C(=O)c1cn(Cc2ccccc2C#N)c2ccccc12,3,2,-9,28,1,5,6,1
COC(=O)C1=C(c2cccc(OCc3ccccc3)c2)C[C@@H]2CC[C@H]1N2C(=O)NCCc1ccc(F)cc1,21,1,-16,14,1,0,-6,11
O=C(CCS(=O)(=O)c1ccc(Br)cc1)N1CCC2(CC1)OCCO2,6,2,4,7,0,0,-3,-13
CC1CCCC(NC(=O)COC(=O)c2cn(C)c3ccccc23)C1C (stereo unspecified),10,1,-8,16,2,-3,-10,-10
C[C@H]1C(=O)O[C@@H]2CCN3CC=C(COC(=O)[C@](C)(O)[C@]1(C)O)[C@H]23,-9,-11,4,19,1,2,5,-8

# High-throughput results (PubChem BioAssay)
